RGS4 inh: human RGS4 inhibition; P49798; HEK293 M3R/RGS4 inducible, Fluo-4 calcium flux; hits give high values; triggered by carbachol at its EC20; B-score at 10 µM; hit rate 0.45% among 310,000; AID 463165;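 active means B-score, a plate-corrected calcium signal, over three deviations above library mean, with baseline fluorescence within five deviations of library mean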;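 further: RGS4 expression induced by doxycycline in cells with stable M3 receptor; B-score is computed from the integrated fluorescence ratio over baseline after carbachol; higher B-score means a larger calcium signal and so more RGS4 inhibition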
Target sequence (P49798 whole entry, looked up): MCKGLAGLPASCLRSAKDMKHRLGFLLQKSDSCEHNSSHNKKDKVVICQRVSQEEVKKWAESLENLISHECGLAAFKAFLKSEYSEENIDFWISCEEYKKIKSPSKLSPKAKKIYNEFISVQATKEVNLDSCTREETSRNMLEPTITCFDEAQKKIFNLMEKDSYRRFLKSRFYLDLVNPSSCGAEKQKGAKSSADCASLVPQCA
KCNK3 block: human KCNK3 channel inhibition, primary screen; CHO-KCNK3 thallium flux, FluxOR fluorescence; hits give low values; B-score at 10 µM; hit rate 0.84% among 340,000;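 active means B-score under library mean minus 4 SD, starting fluorescence ratio at most library mean plus 5 SD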;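 further: more negative B-score means stronger inhibition of thallium flux through KCNK3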
TMEM16A act: activators or potentiators of mouse TMEM16A chloride channel; Q8BHY3; HEK293 TMEM16A/YFP-H148Q/I152L, iodide quench fluorescence; hits give low values; B-score at 10 µM; hit rate 0.3% among 340,000; AID 623877;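 active means fluorescence-ratio B-score plate-corrected deviation score at least 3 library SD below zero, with starting fluorescence score within 5 deviations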;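 further: channel opened by trigger with iodide after compound preincubation; score built on the fluorescence ratio of max minus min over baseline; more negative score means more quench and so TMEM16A activation or potentiation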
KCNQ1 block: blocks the human KCNQ1 potassium channel. P51787. CHO-K1 KCNQ1, FluxOR thallium flux fluorescence; hits give high values. B-score at 10 µM. hit rate 1.3% among 310,000. AID 2642;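 active means compounds whose thallium flux B-score, printed positive for inhibition, exceeds three library SD while starting fluorescence stays within three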;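 further: channel opened by potassium depolarization with thallium stimulus after 20 min compound exposure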
SKKanGAS inh: inhibitors of SKKanGAS S. pyogenes growth in kanamycin (SK-promoter or general growth effect) | hit rate 1.3% among 300,000 | inhibition, % at 7.5 µM | BacTiter-Glo, 6 h | AID 1662;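 active means mean replicate score, as percent of positive control median, at least 50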;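 further: strain carries kanamycin resistance gene driven by streptokinase promoter and grows in 40 µg/ml kanamycin; loss of luminescence reflects streptokinase promoter inhibition or plain growth inhibition; 0% = median of DMSO wells and 100% = positive control at its reference dose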
RGS4 pot: potentiators or activators of RGS4; hit rate 0.92% among 310,000; B-score at 10 µM; AID 463111; HEK293 M3R/inducible RGS4, carbachol calcium flux Fluo4; hits give low values;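 active means B-score of the integrated calcium signal more than 4 SD below the library mean, with starting fluorescence not abnormally high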;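 further: negative B-score means reduced calcium response which marks RGS4 activation or potentiation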
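Material: Inducible-RGS4 HEK293 cells carrying M3 receptor; also added: carbachol at ECmax as muscarinic agonist stimulus; incubation: compound preincubation 20 min at room temperature before agonist; signal: Fluo4-AM (2 µM) calcium-flux fluorescence, kinetic read; measure: integrated calcium ratio converted to B score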
KCNK9 block: human KCNK9 channel inhibition. AID 488922. B-score at 10 µM. Q9NPC2. HEK293 KCNK9, FluxOR thallium flux fluorescence; hits give low values. hit rate 1.2% among 310,000;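 active means ratio B-score over 3 SD below the library mean, with starting fluorescence within 5 SD of its mean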;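 further: negative B-score means less thallium flux so channel inhibition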
Target sequence (Q9NPC2 whole entry, looked up): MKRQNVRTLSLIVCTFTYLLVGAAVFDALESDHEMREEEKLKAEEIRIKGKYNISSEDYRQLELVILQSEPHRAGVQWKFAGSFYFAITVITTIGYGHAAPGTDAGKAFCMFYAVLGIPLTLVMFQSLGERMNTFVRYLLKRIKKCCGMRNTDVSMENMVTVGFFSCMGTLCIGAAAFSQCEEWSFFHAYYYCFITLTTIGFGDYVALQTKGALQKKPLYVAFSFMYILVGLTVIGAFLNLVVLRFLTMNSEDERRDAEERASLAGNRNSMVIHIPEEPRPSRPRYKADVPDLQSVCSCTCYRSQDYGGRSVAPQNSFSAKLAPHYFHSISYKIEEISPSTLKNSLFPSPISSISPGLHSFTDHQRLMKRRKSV
KCNQ1 act: potentiators or activators of human KCNQ1 potassium channel | P51787 | CHO-K1 KCNQ1, thallium flux FluxOR fluorescence; hits give high values | B-score at 10 µM | hit rate 0.35% among 310,000;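 active means fluorescence ratio B-score, a plate-corrected score, at least three library SD, with initial intensity B-score within 5 SD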
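Material: CHO-K1 cells stably expressing KCNQ1. Medium: assay buffer for compound exposure, DMSO matched across wells. Reagent: K+/Tl+ depolarizing stimulus. Compound dosing: single-concentration screen. Times: 37 °C overnight plating, 90-min dark dye load, 20-min compound pretreatment. Technique: FluxOR Tl+ flux fluorescence.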
TMEM16A inh: blocks the mouse calcium-activated chloride channel TMEM16A; hit rate 1.2% among 310,000; HEK293 TMEM16A/YFP iodide influx fluorescence, ionomycin; AID 588511; Q8BHY3; normalized B-score (activity score, 25-100; higher = stronger inhibition) at 10 µM;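 active means ratio plate-corrected score three or more library SD toward inhibition, starting fluorescence score within five deviations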;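 further: score derived from kinetic fluorescence span divided by baseline fluorescence per well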
HDAC3 inhib: blocks human histone deacetylase 3; O15379; recombinant HDAC3, fluorogenic peptide/trypsin coupled, fluorescence; inhibition, % at 8.3 µM; hit rate 0.15% among 320,000; AID 2718; in the data active means inhibition above about 26%, passing the limit was not always enough
Target sequence (O15379 whole entry, looked up): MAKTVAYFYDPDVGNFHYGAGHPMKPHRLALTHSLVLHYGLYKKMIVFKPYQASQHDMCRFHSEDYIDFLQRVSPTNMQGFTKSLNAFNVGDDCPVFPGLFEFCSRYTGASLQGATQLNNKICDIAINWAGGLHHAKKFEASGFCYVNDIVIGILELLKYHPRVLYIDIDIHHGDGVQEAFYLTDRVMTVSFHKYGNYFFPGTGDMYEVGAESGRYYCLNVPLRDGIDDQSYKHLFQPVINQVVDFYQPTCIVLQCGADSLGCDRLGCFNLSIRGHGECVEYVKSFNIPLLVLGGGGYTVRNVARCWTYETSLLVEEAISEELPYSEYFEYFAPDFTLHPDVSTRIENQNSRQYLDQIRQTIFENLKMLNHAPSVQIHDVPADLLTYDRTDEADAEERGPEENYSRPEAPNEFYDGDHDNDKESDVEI
hERG rescue: shields human hERG channel from block by proarrhythmic agents. CHO-hERG, FluxOR thallium flux, dofetilide IC70 present. hit rate 0.51% among 310,000. Q12809. activation (rescue from dofetilide block), less the hit threshold, % at 10 µM;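 active means activation above the mean of controls blocked by dofetilide plus 5 SD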;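 further: thallium influx through hERG after potassium depolarization seen as dye fluorescence rise; in these data hits start at about 4.7%; inactives centre near -7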
* = called active by the depositor; i = inactive; x = not tested or not shown. Outcome played no part in choosing rows (roughly 6.3% active in at least one column).

no.	Molecule	RGS4 inh	KCNK3 block	TMEM16A act	KCNQ1 block	SKKanGAS inh	RGS4 pot
1	Cc1ccc2nc(=O)c(NNc3ccccc3)cnc2c1	i	i	i	i	5.3	i
2	CCCCN(c1ccccc1)c1ncnc(N)c1[N+](=O)[O-]	i	i	i	i	1.2	i
3	Cc1ccc(-c2nn(-c3ccc(F)cc3)cc2C(=O)NC2CCC(O)CC2)cc1 (stereo not given)	i	i	i	i	-0.6	i
4	CC(=O)c1c(C)[nH]c(C(=O)N2CCN(c3ncccn3)CC2)c1C	i	i	i	i	-5.8	i
5	CCCN(CCC)c1nc2ccccc2n2c(C)nnc12	i	i	i	i	5.8	i
6	Cc1onc(-c2c(Cl)cccc2Cl)c1COC(=O)c1ccc(Cl)cc1	i	i	i	i	0.1	i
7	COc1cc(NC(=O)C2CC2C)c(C(=O)O)cc1OC (stereo not given)	i	i	i	i	2.2	i
8	CCc1ccc(CNC(=O)c2cc3c(C)nc4ccccc4c3o2)cc1	i	i	i	8*	17.6	i
9	O=C(Oc1cccc(C(=O)N2CCOCC2)c1)c1ccc(Br)cc1	i	i	i	i	-7.6	i
10	O=C(c1ccc(Cl)cc1[N+](=O)[O-])N1CCc2ccccc2C1	i	i	i	i	11.0	i
11	Cc1c(NC(=S)NC(=O)c2cccc(Cl)c2)c(=O)n(-c2ccccc2)n1C	i	i	i	i	0.2	i
12	N#CCCN(C(=O)Cn1nc(C(=O)O)c2ccccc2c1=O)c1ccccc1	i	i	i	i	0.4	i
13	CCN1CCN(C(C)C(=O)NC2CCCCC2)CC1 (stereo not given)	i	i	i	i	-5.8	i
14	Cn1nc(C(F)(F)F)c(-c2ccc(Br)cc2)c1NC(=O)Nc1ccc(F)cc1F	i	i	i	i	39.9	i
15	O=C(Nc1ccc(Br)cc1)c1cccc(-n2cnnn2)c1	i	i	i	i	-4.5	i

no.	KCNK9 block	KCNQ1 act	TMEM16A inh	HDAC3 inhib	hERG rescue
1	i	i	i	12.6	-2.9
2	i	i	i	1.8	-14.3
3	i	i	i	-1.7	-12.5
4	i	i	i	-3.6	-6.4
5	i	i	i	3.2	-9.7
6	i	i	i	-4.2	-9.8
7	i	i	i	9.2	-0.3
8	i	i	i	2.1	-20.0
9	i	i	i	-7.0	-6.3
10	i	i	i	-1.8	-5.5
11	i	i	i	-10.3	-8.2
12	i	i	i	2.2	-7.9
13	i	i	i	-1.1	-2.6
14	i	i	i	3.4	-12.2
15	i	i	i	2.1	-3.1

The listing continues:
no.	Molecule	RGS4 inh	KCNK3 block	TMEM16A act	KCNQ1 block	SKKanGAS inh	RGS4 pot
16	O=C(COc1ccc2c(c1)CCC2)N1CCN(c2ccccc2F)CC1	i	i	i	i	5.7	i
17	COC(=O)c1cc2c(ccn2-c2ccc(F)cc2)n1CC(=O)C(C)(C)C	i	i	i	i	-3.2	i
18	Cc1cc(=O)oc2c(C)c(OCC(=O)N3CC[C@@]4(O)CCCC[C@H]4C3)ccc12	i	i	i	i	-2.1	i
19	CC(C)(C)C(=O)N(Cc1ccc(Cl)cc1)c1cnccn1	i	i	i	i	-5.1	i
20	NC(=O)c1ccc(=O)n(Cc2ccc(Cl)cc2Cl)c1	i	i	i	i	-5.3	i
21	CC(C)c1c(C(=O)N/N=C/c2ccncc2)nnn1-c1nonc1N	i	i	i	i	3.4	i
22	Cc1ccc(NC(=O)c2cc(NC(=O)c3ccco3)ccc2N2CCOCC2)cc1Cl	x	i	i	x	24.1	x
23	COc1cccc(C2(O)C(=O)Nc3ccccc32)c1 (stereo not given)	i	i	i	i	1.4	i
24	COc1ccc(NC(=O)CN2C(=O)NC3(CCCC3)C2=O)cc1OC	i	i	i	i	-2.2	i
25	O=C(Nc1cccnc1Cl)c1ccc(S(=O)(=O)N2CCCCCC2)cc1	i	i	i	i	-3.0	i
26	CN(C)CCNC(=O)C1(O)c2cc(Br)ccc2NC(=O)N1c1ccc(Cl)cc1 (stereo not given)	i	i	i	i	-0.9	i
27	COC(=O)[C@H](CC(C)C)NC(=O)N1CCC(C)CC1	i	i	i	i	-7.4	i
28	O=C(COC(=O)c1ncc(Cl)c(Cl)c1Cl)NC(=O)c1ccccc1	i	i	i	i	5.0	i
29	O=C(Nc1ccc(Oc2ccc3c(c2)C(=O)N(c2ccc(O)cc2)C3=O)cc1)c1cccs1	i	i	i	i	13.3	i
30	Cc1c(CCC(=O)NCCCCCC(=O)O)c(=O)oc2cc3occ(-c4ccccc4)c3cc12	i	i	i	i	21.5	i

no.	KCNK9 block	KCNQ1 act	TMEM16A inh	HDAC3 inhib	hERG rescue
16	i	i	i	3.1	-6.3
17	i	i	i	5.1	-16.3
18	i	i	i	-7.9	-12.7
19	i	i	i	-1.2	-1.7
20	i	i	i	1.6	-5.8
21	i	i	i	2.1	-9.0
22	x	x	i	-4.1	x
23	i	i	i	0.5	-0.2
24	i	i	i	3.9	-4.6
25	i	i	i	3.9	-13.4
26	i	i	i	0.8	-11.7
27	i	i	i	-1.1	-6.9
28	i	i	i	0.1	-7.8
29	i	i	i	-1.4	-6.8
30	i	i	i	-3.0	-11.7

(cont.)
no.	Molecule	RGS4 inh	KCNK3 block	TMEM16A act	KCNQ1 block	SKKanGAS inh	RGS4 pot
31	O=C1C(=O)c2ccccc2C(O)=C1c1cccc([N+](=O)[O-])c1	i	i	i	i	-1.3	i
32	CCOc1ncccc1C(=O)OCC(=O)c1ccccc1	i	i	i	i	-1.1	i
33	Nc1nc(SCc2ccc(Cl)cc2Cl)n[nH]1	i	i	i	i	2.9	i
34	O=S(=O)(c1cccc(COc2c(Cl)cccc2Cl)c1)N1CCOCC1	i	-9.49*	i	i	-1.5	i
35	C/C=C/C(=O)Nc1cccc(C2=NOC3(C2)C[C@@H](C(N)=O)N(C(=O)c2cc([N+](=O)[O-])cc([N+](=O)[O-])c2C)C3)c1 (stereo not given in full)	i	i	i	i	0.0	i
36	Cc1ccc(S(=O)(=O)N2CCC(C(=O)Nc3cc(C(F)(F)F)ccc3N3CCOCC3)CC2)cc1C	i	i	i	i	14.6	i
37	Cc1ccc(OCC(=O)NNC(=O)[C@@H]2CCCC[C@@H]2C(=O)O)c(Br)c1	i	i	i	i	x	i
38	O=C(NCC1CCCO1)C1CC(=O)N(c2ccccc2)C1 (stereo not given)	i	i	i	i	0.8	i
39	CN(CCc1ccccn1)C(=O)CCC1CCCN(Cc2ccccc2OC(F)F)C1 (stereo not given)	i	i	i	i	-5.5	i
40	Cc1nonc1CN(C)C(=O)CC1C(=O)NCCN1Cc1ccccc1C(F)(F)F (stereo not given)	i	i	i	i	5.0	i
41	CCN1C(=O)[C@H]2[C@@H](c3ccc(Cl)cc3)N3C(=O)CN(CC4CC4)C(=O)[C@@]3(C)[C@H]2C1=O	i	i	i	i	2.6	i
42	O=C(NC1CCCCC1)c1ccc2c(c1)OCO2	i	i	i	i	1.5	i
43	CCc1ccc(NC(=O)CSCc2ccc(C(=O)O)cc2)cc1	i	i	i	i	8.2	i
44	CNCCOc1ccccc1C(C)(C)C	i	i	i	i	-10.4	i
45	CCc1cccc(NC(=O)c2ccc(Br)o2)c1	i	i	i	i	-6.1	i
46	CCCCn1c(N)c(N(CC)C(=O)c2ccc(C#N)cc2)c(=O)[nH]c1=O	i	i	i	i	-1.0	i
47	CC(=O)Nc1ccc(NC(=O)C(C)OC(=O)CCC(=O)c2ccc(F)cc2)cc1 (stereo not given)	i	i	i	i	-12.9	i
48	O=C(Nc1nc(-c2cccc(Br)c2)cs1)Oc1ccccc1	i	i	i	i	-10.4	i

no.	KCNK9 block	KCNQ1 act	TMEM16A inh	HDAC3 inhib	hERG rescue
31	i	i	i	2.2	0.0
32	i	i	i	3.0	-13.3
33	i	i	i	-2.5	-8.2
34	i	i	i	-0.1	-5.8
35	i	i	i	4.6	-12.3
36	i	i	i	1.6	-8.7
37	i	i	i	-3.2	-6.2
38	i	i	i	1.2	-15.0
39	i	i	i	-6.2	-13.2
40	i	i	i	1.6	-3.5
41	i	i	i	-5.8	-0.4
42	i	i	i	0.0	-1.4
43	i	i	i	3.6	-4.6
44	i	i	i	2.6	-7.0
45	i	i	i	-3.5	-2.5
46	i	i	i	8.0	-4.4
47	i	i	i	-1.5	-10.3
48	i	i	i	1.4	-4.7

Structural class, the compounds so far with bromine
no.	Molecule	RGS4 inh	KCNK3 block	TMEM16A act	KCNQ1 block	SKKanGAS inh	RGS4 pot
9	O=C(Oc1cccc(C(=O)N2CCOCC2)c1)c1ccc(Br)cc1	i	i	i	i	-7.6	i
14	Cn1nc(C(F)(F)F)c(-c2ccc(Br)cc2)c1NC(=O)Nc1ccc(F)cc1F	i	i	i	i	39.9	i
15	O=C(Nc1ccc(Br)cc1)c1cccc(-n2cnnn2)c1	i	i	i	i	-4.5	i
26	CN(C)CCNC(=O)C1(O)c2cc(Br)ccc2NC(=O)N1c1ccc(Cl)cc1 (stereo not given)	i	i	i	i	-0.9	i
37	Cc1ccc(OCC(=O)NNC(=O)[C@@H]2CCCC[C@@H]2C(=O)O)c(Br)c1	i	i	i	i	x	i
45	CCc1cccc(NC(=O)c2ccc(Br)o2)c1	i	i	i	i	-6.1	i
48	O=C(Nc1nc(-c2cccc(Br)c2)cs1)Oc1ccccc1	i	i	i	i	-10.4	i

no.	KCNK9 block	KCNQ1 act	TMEM16A inh	HDAC3 inhib	hERG rescue
9	i	i	i	-7.0	-6.3
14	i	i	i	3.4	-12.2
15	i	i	i	2.1	-3.1
26	i	i	i	0.8	-11.7
37	i	i	i	-3.2	-6.2
45	i	i	i	-3.5	-2.5
48	i	i	i	1.4	-4.7
